Abeta yeast res – compounds reversing amyloid beta toxicity in yeast; Potency, µM (highest dose often 46.1 µM), for inactives: top-dose growth rescue, hits mostly activators; yeast expressing A-beta42, growth rescue, OD600, 48 h; response scale: 0% DMSO, 100% iron-clioquinol control; 410,000 compounds, 0.063% hits; note: potency is the fitted concentration of half-maximal effect; nearly all actives have a fitted effect of over 55% in size
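Growth rescue measured by 600 nm absorbance after 48 h yeast culture at 30 C with compound. Values normalized between DMSO and an equimolar ferric chloride plus clioquinol control.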
FUS yeast rescue – suppressors of FUS proteinopathy in yeast; S. cerevisiae FUS-expressing, growth rescue, OD600, 24 h; Potency, µM (titrated, usually from 76.6 µM), inactives show at the top dose growth rescue (activation), usual class: activators; 390,000 compounds, 0.24% hits;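 note: potency is the fitted concentration of half-maximal effect; plate controls were DMSO vehicle for no effect and reference control for full effect; nearly all actives have a fitted effect of over 55% in size; some results filed as inactive show a strong effect at the top dose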
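Yeast FUS proteinopathy model; galactose-induced FUS (2%), starting OD 0.005. Cpds in dilution series, 24hr, 30C, 99% humidity. Abs 600 nm growth. Pos ctrl CP55940 (top 92uM final); neg ctrl DMSO.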
GLP-1R agonist – GLP-1 receptor (human) agonism. Potency, µM (top dose mostly 45.6 µM), for inactives: at the highest dose activation, hits mostly activators. AID 624172. 380,000 compounds, 0.007% hits. P43220. HEK293 GLP-1R CRE-luciferase, luminescence, 4-6 h; cells express a hypersensitive GLP-1R form; note: potency is the fitted concentration of half-maximal effect; % of control where 0% means no effect
Target sequence (P43220 whole entry, looked up): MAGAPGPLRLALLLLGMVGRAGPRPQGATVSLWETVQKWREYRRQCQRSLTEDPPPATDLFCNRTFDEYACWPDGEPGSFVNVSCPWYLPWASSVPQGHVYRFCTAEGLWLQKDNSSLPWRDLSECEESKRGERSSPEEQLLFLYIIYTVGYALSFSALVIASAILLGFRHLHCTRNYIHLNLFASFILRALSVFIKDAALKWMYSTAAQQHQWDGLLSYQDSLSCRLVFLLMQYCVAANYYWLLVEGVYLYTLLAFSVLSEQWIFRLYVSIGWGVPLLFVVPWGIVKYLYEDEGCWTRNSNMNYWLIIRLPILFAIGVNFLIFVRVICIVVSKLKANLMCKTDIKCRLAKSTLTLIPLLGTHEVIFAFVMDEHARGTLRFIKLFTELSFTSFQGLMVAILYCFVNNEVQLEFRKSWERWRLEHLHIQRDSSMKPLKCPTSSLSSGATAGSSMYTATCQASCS
GLP1R inv ag – acts as inverse agonist at human GLP-1 receptor. HEK293 GLP-1R CRE-luciferase, luminescence, 24 h; GLP-1R form is constitutively active. Potency, µM (series often up to 38.3 µM), without a hit: at the top dose activity change, negative = inhibition, usual class: inhibitors. 410,000 compounds, 1.6% hits; note: potency is the fitted concentration of half-maximal effect; % is set by controls: 0 for no effect and ±100 for the full control effect; nearly all actives have a fitted effect of over 55% in size
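Cells are plated, allowed 12 hours at 37 deg C, then treated with compounds for 24 hr before luciferase detection reagent is added and luminescence is read after 12 min at room temperature. The HEK293 line carries constitutively active GLP-1R with a cAMP-responsive reporter.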
TDP-43 yeast inh – TDP-43 toxicity inhibition in yeast; TDP-43 expressing yeast growth rescue, BacTiter-Glo, 24 h; Potency, µM (highest dose often 46.1 µM), without a hit: top-dose growth rescue (activation), usual class: activators; 410,000 compounds, 1.8% hits; note: potency is the fitted concentration of half-maximal effect; % of control where 0% means no effect; nearly all actives have a fitted effect of over 50% in size
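In this qHTS, compounds that restore growth of yeast expressing TDP-43 appear as activators. Cells (OD600=0.02, galactose medium, raffinose-pregrown) are incubated with compound 24 hr at 30 deg C and growth is quantified by BacTiter-Glo.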
pAkt inh – inhibitors of Akt phosphorylation; Neuro2A IGF-stimulated pAkt S473 HTRF, 20 min; hits give low values; activity change, % for hits at 50 µM; 360,000 compounds, 0.32% hits; AID 651550; in the data active = activity change below about -80%; inconclusive = mostly about -51% to -80%; note: % is set by controls: 0 for no effect and ±100 for the full control effect
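Neuro2A cells (4,500/well, DMEM with 0.5% FBS) were treated with compound at a single 50 µM final concentration, stimulated with 6 nM IGF for 20 min at 37 °C, and lysed. Phospho-Akt Ser473 was read by HTRF as 665/615 ratio ×10^4.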
DRD3 antagonist – D3 dopamine receptor (human) antagonism; D3R cells, DiscoveRx beta-arrestin luminescence, antagonist mode; hits give low values; 360,000 compounds, 2.5% hits; max response, negative = inhibition, %; AID 652054; in the data active = max response below about -50%; inconclusive = no clear call, values can overlap the other calls; note: % is set by controls: 0 for no effect and ±100 for the full control effect; mostly tested at two doses, the higher about 12 µM
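Cells plated overnight at 1500 cells/well, then exposed to library compounds with dopamine controls for 90 minutes at 37 degrees C. DiscoveRx reagent added for 30–60 minutes at room temperature; luminescence read, quantitative HTS format.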
PTHR1 ag – PTHR1 (human) receptor agonism; HEK293 GP2 PTHR1 cells, GloSensor cAMP luminescence, 1 h; Potency, µM (doses to about 115 µM), for inactives: at the top dose activation, actives largely listed as activators; 410,000 compounds, 0.075% hits; note: potency is the fitted concentration of half-maximal effect; nearly all actives have a fitted effect of over 55% in size; some results filed as inactive show a strong effect at the top dose; inactives centre near -15; many of its hits are not listed in these tables
Target sequence (Q03431 whole entry, looked up): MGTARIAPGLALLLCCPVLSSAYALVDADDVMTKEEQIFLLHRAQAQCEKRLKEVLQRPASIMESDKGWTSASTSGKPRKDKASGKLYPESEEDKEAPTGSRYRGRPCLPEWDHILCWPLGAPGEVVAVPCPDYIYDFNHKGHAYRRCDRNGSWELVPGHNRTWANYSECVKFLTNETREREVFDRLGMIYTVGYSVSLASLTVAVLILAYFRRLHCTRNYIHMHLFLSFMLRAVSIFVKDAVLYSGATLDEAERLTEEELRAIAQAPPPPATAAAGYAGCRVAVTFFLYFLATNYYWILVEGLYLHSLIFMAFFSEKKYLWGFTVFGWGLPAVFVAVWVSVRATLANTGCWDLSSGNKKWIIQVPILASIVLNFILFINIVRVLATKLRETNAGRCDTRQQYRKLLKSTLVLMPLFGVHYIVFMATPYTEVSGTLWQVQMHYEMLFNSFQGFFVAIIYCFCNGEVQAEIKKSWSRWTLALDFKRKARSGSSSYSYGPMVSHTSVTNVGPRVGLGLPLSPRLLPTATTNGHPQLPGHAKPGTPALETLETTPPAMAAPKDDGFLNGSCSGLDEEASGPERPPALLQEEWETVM
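HEK-293-derived GP2 cells expressing PTHR1 and a GloSensor cAMP reporter, 3,000/well, plated overnight, given luciferin plus IBMX (each 0.5 mM as added) for 1 h at 37 °C, then compound for 1 h at 37 °C. Luminescence was read after 15 min at room temperature.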
aSyn rescue – inhibitors of alpha-synuclein toxicity in yeast; Yeast expressing alpha-synuclein, growth rescue, BacTiter-Glo, 24 h; 370,000 compounds, 0.14% hits; Potency, µM (highest dose often 46.1 µM), for inactives: at the top dose growth rescue (activation), most hits filed as activators; note: potency is the fitted concentration of half-maximal effect; % of control where 0% means no effect; nearly all actives have a fitted effect of over 65% in size
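Galactose-induced alpha-syn yeast (OD600=0.02, raffinose-pregrown) + pinned cpd, 24 hr, 30 deg C; growth by BacTiter-Glo luminescence. Growth restoration scores as activation.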
* hit, by the source's call; i = inactive; ? = inconclusive; . = not tested or not shown; [ ] = remark or other dose. Unless noted, calls come from the whole dose curve; as a rule, active = well fitted curve in the direction sought with a large enough effect; inconclusive = small, poorly fitted or top-dose-only effect, or another doubt; inactive = no such curve, though single readings can be large; an effect the other way counts as inactive or inconclusive. Not all compounds are listed, so the mix of outcomes need not match the whole.

1	COc1cc2[nH]cc(C(=O)NCc3ccccc3)c(=O)c2cc1OC
2	Cc1c(Cl)cccc1NC(=S)N1CCN(Cc2ccccc2)CC1
3	Cc1ccc(S(=O)(=O)CC2CSc3nnc(C)c(=O)n32)cc1 (stereo unspecified)
4	O=C(O)c1ccc(-c2nc(-c3ccccc3)cs2)cc1
5	O=C(NC1CCN(Cc2ccc(F)cc2)CC1)c1ccccc1
6	Cc1c(C(=O)NCc2ccc3c(c2)cc(C)n3C)cccc1[N+](=O)[O-]
7	CC(C)(C)c1nc(CN2CCOCC2)ccc1O
8	COc1ccc(-c2noc(CCC(=O)Nc3ccccc3Cl)n2)cc1OC
9	CC1=NN(c2ccccc2)C(=O)/C1=C\c1cc(C)n(C)c1C
10	CCOC(=O)c1cc2c(=O)n3ccccc3nc2n(CC2CCCO2)c1=NC(=O)c1ccc(C)cc1 (stereo unspecified)
entry no.	1	2	3	4	5	6	7	8	9	10
GLP1R inv ag	63%[activator]	?	4%	7%	5%	-15%	-15%	27%	26%	14%
Abeta yeast res	-7%	9%	20%	-19%	0%	-23%	-8%	-14%	11%	-2%
pAkt inh	i	.	i	i	i	i	i	.	i	.
TDP-43 yeast inh	-3%	10%	11%	-1%	8%	3%	-1%	?	?	23%
FUS yeast rescue	-9%	2%	-12%	9%	2%	?	13%	4%	26%	24%
GLP-1R agonist	20%	-3%	-5%	3%	0%	-4%	-13%	.	22%	.
DRD3 antagonist	-5	-13	19	-3	-72*	-10	-18	.	-27	.
PTHR1 ag	i	-6%	i	-24%	-1%	-19%	i	i	i	-15%
aSyn rescue	1%	.	0%	21%	-4%	1%	-9%	.	-8%	.

A portion from further up:
9	CC1=NN(c2ccccc2)C(=O)/C1=C\c1cc(C)n(C)c1C
10	CCOC(=O)c1cc2c(=O)n3ccccc3nc2n(CC2CCCO2)c1=NC(=O)c1ccc(C)cc1 (stereo unspecified)
entry no.	9	10
GLP1R inv ag	26%	14%
Abeta yeast res	11%	-2%
pAkt inh	i	.
TDP-43 yeast inh	?	23%
FUS yeast rescue	26%	24%
GLP-1R agonist	22%	.
DRD3 antagonist	-27	.
PTHR1 ag	i	-15%
aSyn rescue	-8%	.

(further entries)
11	O=C(O)c1ccccc1C(=O)OCCc1cc2ccccc2c(=O)o1
12	CCCCOc1ccc(CSC(CC(=O)O)C(=O)O)cc1 (stereo unspecified)
13	Cc1nn(-c2nnc(C)c(=O)[nH]2)c(C)c1SCC(=O)Nc1ccc(C(C)C)cc1
14	CC(=O)c1sc(NC(=O)c2ccc(F)cc2)nc1-c1ccccc1
15	CCC(C)n1c(=O)c2sccc2n2c(CCCC(=O)N3CCC(C(N)=O)CC3)nnc12 (stereo unspecified)
16	Cc1ccn2c(Cc3ccccc3)c(-c3ccc(F)cc3)nc2c1
17	Cc1ccc(NC(=O)[C@@H]2CCCN2S(=O)(=O)c2ccccc2F)cc1S(=O)(=O)N1CCOCC1
18	CN(C)S(=O)(=O)c1cccc(-c2nn(-c3ccccc3)cc2/C=C(\C#N)c2nc3ccccc3[nH]2)c1
19	COc1cc(C2=NOC(C(=O)Nc3ccc(C)cc3)C2)cc(OC)c1OC (stereo unspecified)
20	CCc1ccc(N2CN(Cc3cccnc3)CNC2=S)cc1
entry no.	11	12	13	14	15	16	17	18	19	20
GLP1R inv ag	10%	1%	-3%	15%	28%	?	3%	-6%	4%	16%
Abeta yeast res	-14%	-3%	15%	21%	-16%	-3%	1%	6%	5%	2%
pAkt inh	i	i	.	i	i	i	i	i	i	i
TDP-43 yeast inh	-11%	-5%	7%	25%	0%	3%	-10%	0%	-13%	21%
FUS yeast rescue	-11%	-8%	14%	-31%	3%	-5%	.	.	12%	-3%
GLP-1R agonist	-4%	-9%	-20%	-2%	-2%	6%	0%	-3%	-1%	11%
DRD3 antagonist	-5	43	23	-17	-7	8	-9	0	11	5
PTHR1 ag	i	21%[57.5 µM]	i	-24%	i	-7%	-44%[inhibitor]	-3%	i	i
aSyn rescue	-8%	15%	-14%	-4%	3%	5%	-1%	2%	-1%	0%

21	NNC(=O)C1SCCN1S(=O)(=O)c1ccc(Cl)cc1 (stereo unspecified)
22	O=C(CN(C(=O)CNC(=O)c1ccco1)c1ccc2c(c1)OCCO2)NC1CCCCC1
23	CC(C)N(c1ccccc1)c1ncnc(NCCC(=O)O)c1[N+](=O)[O-]
24	Cc1ccccc1OCC(=O)Nc1ccc(S(=O)(=O)N2CCCC2)cc1
25	Cc1cc(C)nc(NC(=O)c2ccc(C)c(C)c2)n1
26	Cc1ccc(C)c(NC(=O)CN2C(=O)CNC2=O)c1
27	CC(C)(C)n1nnc(CCc2nnn(C(C)(C)C)n2)n1
28	CN(C(=O)COC(=O)c1ccc2ccccc2n1)C1CCS(=O)(=O)C1 (stereo unspecified)
29	CCOC(=O)c1c(C)[nH]c(NC(=O)N2CCOCC2)c1C
30	CC1CCN(C(=O)CSc2nc(-c3ccccc3)no2)CC1
entry no.	21	22	23	24	25	26	27	28	29	30
GLP1R inv ag	-1%	2%	-9%	?	4%	-26%	9%	4%	-15%	-17%
Abeta yeast res	9%	3%	-16%	11%	-4%	3%	23%	-6%	-7%	-30%
pAkt inh	i	i	i	i	i	i	i	i	i	.
TDP-43 yeast inh	7%	1%	10%	-2%	-12%	-1%	7%	5%	-12%	?
FUS yeast rescue	23%	3%	31%	13%	-10%	-14%	-22%	1%	2%	9%
GLP-1R agonist	10%	4%	4%	19%	-6%	-7%	0%	1%	0%	.
DRD3 antagonist	-2	8	?	4	16	25	0	-2	-10	.
PTHR1 ag	i	i	19%	-16%	-1%	-9%	-12%[57.5 µM]	i	-1%[57.5 µM]	-23%
aSyn rescue	1%	2%	6%	1%	-1%	0%	4%	0%	9%	.

31	COc1cc(NC(=O)c2cc(S(=O)(=O)N3CCCCC3)ccc2N2CCOCC2)cc(OC)c1
32	COc1ccc(CNC(=O)c2ccc3nc(CCc4ccccc4)oc3c2)cc1OC
33	CCN1CCN(CC(=O)NC2CCCC2)C(=O)C1=O
34	CCOc1ccc2[nH]c3c(N4CCc5ccccc5C4)ncnc3c2c1
35	Cc1cc(C)cc(OCC(=O)Nc2nonc2NC(=O)COc2cc(C)cc(C)c2)c1
36	CC(C)CCC(C)NC(=O)C1CCN(S(=O)(=O)/C=C/c2ccccc2)CC1 (stereo unspecified)
37	O=C(CCCOc1ccccc1)NC(=S)Nc1ccccc1
38	Cc1ccc(C(O)c2ccc(-n3ccnc3)cc2)cc1 (stereo unspecified)
39	COCCn1c(SCC(=O)c2ccc(CNC(C)=O)o2)nc2ccccc2c1=O
40	Cc1ccc(OCc2nnc(SCc3ccc(C#N)cc3)n2-c2ccc(C)cc2)cc1
entry no.	31	32	33	34	35	36	37	38	39	40
GLP1R inv ag	55%[activator]	?	0%	?	0%	12%	?	15%	19%	-6%
Abeta yeast res	6%	4%	-9%	-33%[inhibitor]	12%	3%	16%	2%	9%	-6%
pAkt inh	i	.	i	i	i	i	i	i	i	i
TDP-43 yeast inh	-13%	20%	18%	8%	-19%	-2%	11%	1%	17%	2%
FUS yeast rescue	11%	?	-18%	15%	11%	3%	-26%	-26%	-1%	26%
GLP-1R agonist	13%	.	0%	11%	-13%	3%	5%	-2%	-6%	4%
DRD3 antagonist	-16	.	-15	9	-19	3	3	4	18	-14
PTHR1 ag	i	-19%	i	-27%	-3%	-21%	-5%	-23%	i	i
aSyn rescue	10%	.	0%	-9%	-12%	0%	10%	-3%	5%	11%

Arranged by SMILES length (ascending): 3 of the compounds above
33	CCN1CCN(CC(=O)NC2CCCC2)C(=O)C1=O
38	Cc1ccc(C(O)c2ccc(-n3ccnc3)cc2)cc1 (stereo unspecified)
34	CCOc1ccc2[nH]c3c(N4CCc5ccccc5C4)ncnc3c2c1
entry no.	33	38	34
GLP1R inv ag	0%	15%	?
Abeta yeast res	-9%	2%	-33%[inhibitor]
pAkt inh	i	i	i
TDP-43 yeast inh	18%	1%	8%
FUS yeast rescue	-18%	-26%	15%
GLP-1R agonist	0%	-2%	11%
DRD3 antagonist	-15	4	9
PTHR1 ag	i	-23%	-27%
aSyn rescue	0%	-3%	-9%

The listing continues.
41	O=C(NCc1ccco1)C1CCC(N2C(=O)c3ccccc3C2=O)CC1 (stereo unspecified)
42	CCOc1cc2[nH]c(=S)n(CCC(=O)N3CCc4ccccc4C3)c(=O)c2cc1OCC
43	CC1CCN(C(=O)COC(=O)/C=C/c2ccco2)CC1
44	Cc1cc(C)c2c(N)c(C(=O)N3CCc4ccccc4C3)sc2n1
45	Cc1ccc2nc(-c3ccccc3)cn2c1
46	Cc1cccc2c1N(C(=O)CN1C(=O)c3ccccc3C1=O)C(C)(C)c1ssc(=S)c1-2
47	COc1ccc(C(C)=O)cc1CN1C(=O)NC2(CCCCCCC2)C1=O
entry no.	41	42	43	44	45	46	47
GLP1R inv ag	3%	0%	27%	42%[activator]	?	?	4%
Abeta yeast res	9%	8%	3%	11%	-45%[inhibitor]	24%	1%
pAkt inh	.	.	i	i	i	i	i
TDP-43 yeast inh	-11%	7%	-1%	?	-42%[inhibitor]	12%	18%
FUS yeast rescue	6%	-9%	28%	12%	.	1%	15%
GLP-1R agonist	-5%	-1%	-2%	-1%	-15%	-13%	1%
DRD3 antagonist	9	10	-2	-13	7	-10	6
PTHR1 ag	i	-11%	-39%[inhibitor]	i	-47%[inhibitor]	i	-8%
aSyn rescue	-2%	.	9%[1.84 µM]	6%	-37%[inhibitor]	3%	1%

Compound activity (PubChem)
